Screening data as filed in PubChem.
phage Ecoli inh = growth loss of phage-infected E. coli, primary screen, RecBCD inhibitor project, absorbance, with phage, HTS; inhibition, % at 11.9 µM; AID 651602, 2012; actives 0.26% (n = 360,000); in the data active = inhibition above about 11%
PKA-R2B act = activators of PKA-R2B holoenzyme, primary screen, biochemical, fluorescence polarization, Cy5-IP20, human; cAMP-dependent protein kinase catalytic subunit beta (Homo sapiens) + cAMP-dependent …; PKA-R2B holoenzyme dissociation; R2B truncated from residue 108, S112A mutant; 0% DMSO only, 100% 113 µM cGMP; activation, % at 11.4 µM; actives 0.079% (n = 340,000);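 active = activation above a cutoff set at the mean over all compounds plus 3 SD, cut at about 18% in these data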;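 note: higher means more holoenzyme dissociation and a rise in polarization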
Target sequence (P31323 whole entry, looked up, other chains not shown, the tested form may be a part): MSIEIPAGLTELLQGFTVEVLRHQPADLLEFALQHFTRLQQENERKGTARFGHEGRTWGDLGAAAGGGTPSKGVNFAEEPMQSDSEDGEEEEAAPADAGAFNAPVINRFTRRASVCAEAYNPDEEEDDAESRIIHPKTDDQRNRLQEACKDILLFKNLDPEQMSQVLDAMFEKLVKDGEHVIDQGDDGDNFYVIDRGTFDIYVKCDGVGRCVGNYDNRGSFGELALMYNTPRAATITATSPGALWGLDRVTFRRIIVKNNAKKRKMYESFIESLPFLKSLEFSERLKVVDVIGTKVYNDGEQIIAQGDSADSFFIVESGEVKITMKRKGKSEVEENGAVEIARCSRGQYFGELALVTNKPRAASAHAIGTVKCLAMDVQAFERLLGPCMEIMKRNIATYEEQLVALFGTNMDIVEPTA
PKA-R1A act = activators of PKA-R1A holoenzyme, primary screen, biochemical, fluorescence polarization, Cy5-IP20, bovine R1A, mouse PKAc; PKA-R1A dissociation; scaled: DMSO 0%, 113 µM cGMP 100%; actives 0.083% (n = 340,000); activation, % at 11.4 µM; cAMP-dependent protein kinase type I-alpha regulatory subunit (Bos taurus) + …;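 active = percent activation above the mean of all tested compounds plus 3 SD, cut at about 19% in these data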;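 note: higher means more PKAc released from R1A so a rise in polarization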
DAGLB inhibitor = DAGLB lipase inhibitors, primary screen, biochemical, fluorescence, HTS; Diacylglycerol lipase-beta (Homo sapiens), Q8NCG7; HEK293T DAGLB membrane lysate, EnzChek fluorogenic substrate; inhibition, % at 5.17 µM; actives 0.059% (n = 340,000); AID 504411, 2011; in the data active = inhibition above about 34%;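 note: 0% = enzyme with vehicle and 100% = wells lacking enzyme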
Target sequence (Q8NCG7 whole entry, looked up): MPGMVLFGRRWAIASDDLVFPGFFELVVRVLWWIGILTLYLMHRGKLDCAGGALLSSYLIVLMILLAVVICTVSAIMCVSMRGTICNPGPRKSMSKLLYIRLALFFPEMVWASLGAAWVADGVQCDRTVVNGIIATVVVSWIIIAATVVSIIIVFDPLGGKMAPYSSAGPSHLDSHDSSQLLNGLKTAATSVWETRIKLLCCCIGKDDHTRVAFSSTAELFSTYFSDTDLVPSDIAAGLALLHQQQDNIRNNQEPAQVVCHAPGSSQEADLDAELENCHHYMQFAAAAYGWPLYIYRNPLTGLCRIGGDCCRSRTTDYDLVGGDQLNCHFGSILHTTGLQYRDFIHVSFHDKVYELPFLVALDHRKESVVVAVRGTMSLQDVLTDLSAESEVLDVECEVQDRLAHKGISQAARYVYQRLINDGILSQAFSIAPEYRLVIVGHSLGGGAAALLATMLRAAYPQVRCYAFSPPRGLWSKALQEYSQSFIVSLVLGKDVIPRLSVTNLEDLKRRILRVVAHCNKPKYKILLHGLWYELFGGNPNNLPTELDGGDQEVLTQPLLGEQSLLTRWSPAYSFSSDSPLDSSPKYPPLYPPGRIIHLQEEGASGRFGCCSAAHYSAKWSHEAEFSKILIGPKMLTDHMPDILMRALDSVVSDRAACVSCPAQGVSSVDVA
An asterisk follows results filed as active.

SMILES	phage Ecoli inh	PKA-R2B act	PKA-R1A act	DAGLB inhibitor
CCc1sc(C(=O)N(CCOC)c2c(N)n(Cc3ccccc3)c(=O)[nH]c2=O)cc1C	2.2	-2	10	-2
Clc1ccc(C(c2cccs2)N2CCNCC2)cc1 (centres undefined)	4.6	-7	1	-1
O=C(CSc1ccc(F)cc1)NC(=O)c1ccccc1	1.1	4	1	-2
CC1(c2ccc3c(c2)OCCCO3)NC(=O)N(CC(=O)NCCc2ccc(F)cc2)C1=O (centres undefined)	1.2	3	-4	-2
C[C@@H]1CN([C@H](C)CO)C(=O)CCCn2nncc2CO[C@H]1CN(C)S(=O)(=O)c1cccc(C#N)c1	1.0	-3	-3	-4
COc1cccc(S(=O)(=O)N(C)C[C@@H]2OCc3cnnn3CCCC(=O)N([C@H](C)CO)C[C@H]2C)c1	4.5	-5	-7	1
Cn1c(=O)c2cccnc2c(=O)n1C	2.2	4	-3	-5
CC1=C(C(=O)N(C)C)CC(CC(=O)NCCN2CCOCC2)C(=O)N1CCC1=CCCCC1 (centres undefined)	0.1	-15	2	2
OC(c1ccccc1)C(NCc1ccccc1)c1ccccc1 (centres undefined)	0.2	-4	-5	-3
CCN(CC)C(=O)C1=C(C)N(Cc2ccccc2)C(=O)C(CC(=O)NC(c2ccccc2)c2ccccc2)C1 (centres undefined)	2.1	2	-8	0
Cc1ccc(S(=O)(=O)N2CCCCC2)cc1NC(=O)CN1CCCC1c1cccs1 (centres undefined)	2.8	-5	1	2
Cc1cccc(NC(=O)CN2C(=O)C3CC=CCC3C2=O)c1C (centres undefined)	1.9	10	-1	0
NS(=O)(=O)c1cccc(C(=O)N2CCCc3ccccc32)c1	5.6	-4	-6	3
O=c1cnc2ccccc2n1Cc1ccccc1	1.4	-4	-18	-3
Cc1cc2nc[nH]c(=O)n2n1	3.6	6	3	-2
COc1ncnc2c1ncn2CCCN1CCN(Cc2cccc3ccccc23)CC1	0.4	8	-5	-4
CC(C)NC(=O)Nc1ccc2c(c1)C(=O)N([C@@H](C)CO)C[C@@H](C)[C@H](CN(C)Cc1ccccc1)OCCCC[C@H](C)O2	1.2	2	-5	-1
CCOC(=O)C(CC1=CS(=O)(=O)c2ccc(Cl)cc21)(NC(C)=O)C(=O)OCC	2.8	-12	-3	-2
C[C@@H]1CN([C@H](C)CO)C(=O)CCCn2cc(nn2)CO[C@H]1CN(C)C(=O)Nc1ccc(F)cc1	-0.1	-6	-1	0
CC(C)Cn1c(SCC(=O)NC2CC2)nc2ccc(Cl)cc2c1=O	0.8	-3	6	1
COC(=O)c1c(C)[nH]c(C(=O)COC(=O)CCc2ccc(OC)c(OC)c2)c1C	3.3	2	11	-3
COc1ccc(C(CNC(=O)CNC(=O)c2cccc(F)c2)N2CCOCC2)cc1 (centres undefined)	0.8	-7	-14	-1
CCCCN(C(=O)CC1CCCCC1)c1c(N)n(CCCC)c(=O)[nH]c1=O	0.0	0	4	-7
CCOC(=O)C1(C(=O)OCC)C(C)CC(=O)N1c1ccccc1OC (centres undefined)	0.8	1	3	0
COCCNC(=S)N(CCCO)Cc1cc2cc3c(cc2[nH]c1=O)OCO3	-0.5	-5	-6	-2
O=[N+]([O-])c1cccnc1Nc1ccc(Cl)cc1	1.6	-2	2	3
COc1cccc(CNC(=O)COC(=O)c2ccc(-c3ccc(O)cc3)cc2)c1	2.9	5	-1	-3
C[C@@H]1CN([C@H](C)CO)C(=O)CCCn2nncc2CO[C@H]1CN(C)C(=O)Nc1ccc2c(c1)OCO2	0.7	-5	-14	1
O=C(Nc1cccc(C(=O)O)c1)/C(=C\c1ccccc1)NC(=O)c1ccco1	3.5	2	-4	0
C#CCOc1ccc(/C=C2/C(=O)N(c3ccc(S(N)(=O)=O)cc3)N=C2C)cc1OC	1.9	10	-12	0
CC#CCOCC1CNC(=O)O1 (centres undefined)	-0.3	-6	-3	-3
CC(OC(=O)C1=COCCO1)C(=O)NC1CCCCC1 (centres undefined)	1.2	0	7	3
O=C(OCc1cn([C@@H]2C[C@H](c3ccc(Cl)cc3)N(C(=O)C3CCCCC3)C[C@H]2O)nn1)c1ccccc1	-0.1	-3	-7	-6
CCCCn1c(N)c(N(CC(C)C)C(=O)CC(NC(=O)c2ccccc2Cl)c2ccccc2)c(=O)[nH]c1=O (centres undefined)	1.6	2	-2	2
Cc1c(NC(=O)COC(=O)/C=C/c2cccc(F)c2)c(=O)n(-c2ccccc2)n1C	1.9	-14	-4	0
O=C1OC(c2ccccc2)=CC1=Cc1ccccc1O	3.4	1	3	-4
C[C@H]1CN([C@@H](C)CO)C(=O)CCCn2nncc2CO[C@@H]1CN(C)C(=O)Nc1ccnc(N2CCOCC2)c1	2.0	-3	1	-1
C[C@@H]1CCCCO[C@@H](CN(C)C(=O)Cc2ccccc2)[C@@H](C)CN([C@H](C)CO)C(=O)c2cc(NC(=O)C3CCCCC3)ccc2O1	-0.4	-1	-2	-3
C[C@@H]1CN([C@@H](C)CO)C(=O)CCCn2nncc2CO[C@@H]1CN(C)S(=O)(=O)c1cn(C)cn1	1.5	-4	-7	-2
CCCn1c(SCC(=O)N(C)C2CCCCC2)n[nH]c1=O	2.3	8	-1	-3
COCOCCn1cc(CN2CCS(=O)(=O)N(Cc3ccc(-c4ccc(F)cc4)cc3)C(CC(C)C)C2=O)nn1 (centres undefined)	0.6	-4	2	-2
COc1ccccc1NC(=O)N(C)C[C@@H]1Oc2ncc(Br)cc2C(=O)N([C@H](C)CO)C[C@@H]1C	2.3	2	-1	-1
CC1=C(C(=O)N(C)C)CC(CC(=O)NCCCCc2ccccc2)C(=O)N1CCC1=CCCCC1 (centres undefined)	-0.2	-3	-2	2
O=C(CN1C(=O)c2ccccc2C1=O)NC1CCS(=O)(=O)C1 (centres undefined)	2.0	4	4	0
CCOC(=O)CNC(=O)N1C[C@H]2CON(C)[C@H]2C[C@H]1c1ccccc1Br	1.4	0	-7	2
CC1Cc2nc(SCC(=O)NCC3CCCO3)n(-c3ccccc3)c(=O)c2S1 (centres undefined)	2.2	-1	0	-1
C[C@H](CO)N1C[C@H](C)[C@@H](CN(C)S(=O)(=O)c2cn(C)cn2)OCc2cn(nn2)CCCC1=O	-1.5	-11	-6	-3
C[C@@H]1CN([C@@H](C)CO)C(=O)c2cc(NC(=O)Nc3ccccc3)ccc2O[C@@H](C)CCCCO[C@H]1CN(C)C(=O)Nc1ccc(C(F)(F)F)cc1	4.8	0	-4	0
O=C(COC(=O)COc1ccc(Br)cc1)NC1CCS(=O)(=O)C1 (centres undefined)	3.0	3	-5	0
CCc1ccc(N2CC(C(=O)N(CC)CC(=O)Nc3c(F)cccc3F)CC2=O)cc1 (centres undefined)	3.0	-8	2	-3
CCCCCCn1c(=O)n2n(c1=O)C[C@]1(OC(=O)Nc3cccs3)CN(S(=O)(=O)c3ccc(C)cc3)C[C@]1(O)C2	-0.1	5	-6	-2
C[C@H]1CN([C@@H](C)CO)S(=O)(=O)c2ccc(/C=C/c3ccccc3)cc2O[C@H]1CN(C)C(=O)NC1CCCCC1	2.9	-1	-5	8
COC(=O)N(C)C[C@H]1OCc2cnnn2CCCC(=O)N([C@@H](C)CO)C[C@H]1C	4.5	11	-7	-1
CCc1cccc(NC(=O)CSc2nc(C)cs2)c1	3.9	8	-5	-4
CC1(CCc2ccccc2)NC(=O)N(CC(=O)N2CCc3ccccc32)C1=O (centres undefined)	2.7	-2	5	0
CC(C)N(Cc1nnc(-c2ccccc2Cl)o1)C(=O)COc1cccc(Cl)c1	3.6	0	-10	-1
CSc1ncnc2c1ncn2CCCN(C)CCc1ccccn1	1.5	10	-4	-1
COC(=O)C(=Cc1ccncc1)c1cccc2ccccc12	2.1	-16	-5	1
CN(N=Cc1ccc([N+](=O)[O-])cc1)c1ccccn1	4.3	-1	10	-2
CC1NC(=O)c2cc3ccccc3cc2-n2c1nc1cc(F)ccc1c2=O (centres undefined)	2.4	2	-13	2

The list goes on.
SMILES	phage Ecoli inh	PKA-R2B act	PKA-R1A act	DAGLB inhibitor
N#CCCN(C(=S)Nc1ccc(Cl)c(Cl)c1)C1CCCCC1	3.0	-6	0	-7
CCC(C)C(NC(=O)c1ccccc1)C(=O)N1CCN(C(=O)c2ccccc2)CC1 (centres undefined)	1.1	3	1	-3
CCOc1ccc(NS(=O)(=O)c2ccc(Cl)c(N=Nc3c(O)[nH]c(=S)[nH]c3=O)c2)cc1Br	4.6	3	-11	29
COc1ccccc1NC(=O)c1oc2ccccc2c1C	2.3	-5	-3	-15
Cc1ccc(CNC(=O)CN2NS(=O)(=O)c3ccccc3C2=O)cc1	1.0	-15	-5	0
C[C@H]1CN([C@@H](C)CO)C(=O)c2cc(Br)cnc2O[C@H]1CN(C)C(=O)Cc1ccccn1	3.1	-2	-7	-3
CN(Cc1ccc(Cl)cc1Cl)C(=O)Cc1ccc(S(=O)(=O)N2CCOCC2)s1	2.2	-6	-5	-8
COc1ccc(-c2cc3nc(-c4ccccc4)cc(N4CCN(C(C)=O)CC4)n3n2)cc1	1.6	-4	5	5
O=C(COc1ccc(S(=O)(=O)N2CCCC2)cc1[N+](=O)[O-])N1CCCCC1	1.9	4	0	1
CNC(=O)C[C@@H]1C(=O)N(c2ccc(Br)cc2)CC1(C)C	5.2	7	-2	-1
CC(=O)c1ccc(OCC(=O)OCC(=O)c2ccc(S(=O)(=O)N3CCCCC3)cc2)cc1	-1.6	2	-2	-7
CCCn1c(=O)c(C(=O)Nc2ccccc2N)c(O)c2ccccc21	3.8	3	7	0
CC(=O)Nc1ccc(S(=O)(=O)CC(=O)CS(=O)(=O)c2ccc(NC(C)=O)cc2)cc1	3.0	-9	-2	-1
CC(C)C1C(=O)N(Cc2cn(CCC3OCCCO3)nn2)CCS(=O)(=O)N1Cc1ccc(-c2cccc(CO)c2)cc1 (centres undefined)	5.2	4	1	0
Clc1ccc(-c2nc(CSc3ccccn3)cs2)cc1	1.2	2	5	-22

Another view of some results above.
structure,phage Ecoli inh,PKA-R2B act,PKA-R1A act,DAGLB inhibitor
N#CCCN(C(=S)Nc1ccc(Cl)c(Cl)c1)C1CCCCC1,3.0,-6,0,-7
CCC(C)C(NC(=O)c1ccccc1)C(=O)N1CCN(C(=O)c2ccccc2)CC1 (centres undefined),1.1,3,1,-3
CCOc1ccc(NS(=O)(=O)c2ccc(Cl)c(N=Nc3c(O)[nH]c(=S)[nH]c3=O)c2)cc1Br,4.6,3,-11,29
COc1ccccc1NC(=O)c1oc2ccccc2c1C,2.3,-5,-3,-15
Cc1ccc(CNC(=O)CN2NS(=O)(=O)c3ccccc3C2=O)cc1,1.0,-15,-5,0
C[C@H]1CN([C@@H](C)CO)C(=O)c2cc(Br)cnc2O[C@H]1CN(C)C(=O)Cc1ccccn1,3.1,-2,-7,-3
CN(Cc1ccc(Cl)cc1Cl)C(=O)Cc1ccc(S(=O)(=O)N2CCOCC2)s1,2.2,-6,-5,-8
COc1ccc(-c2cc3nc(-c4ccccc4)cc(N4CCN(C(C)=O)CC4)n3n2)cc1,1.6,-4,5,5
O=C(COc1ccc(S(=O)(=O)N2CCCC2)cc1[N+](=O)[O-])N1CCCCC1,1.9,4,0,1
CNC(=O)C[C@@H]1C(=O)N(c2ccc(Br)cc2)CC1(C)C,5.2,7,-2,-1
CC(=O)c1ccc(OCC(=O)OCC(=O)c2ccc(S(=O)(=O)N3CCCCC3)cc2)cc1,-1.6,2,-2,-7
CCCn1c(=O)c(C(=O)Nc2ccccc2N)c(O)c2ccccc21,3.8,3,7,0

Continuation:
SMILES	phage Ecoli inh	PKA-R2B act	PKA-R1A act	DAGLB inhibitor
C[C@H](CO)N1C[C@H](C)[C@H](CN(C)C(=O)c2cc(-c3ccccc3)on2)OCc2cnnn2CCCC1=O	4.5	1	-4	0
N#CC1(Nc2ccc3c4c(cccc24)CC3)CCCCC1	0.2	-2	-1	-2
CC(C)NC(=O)Nc1ccc2c(c1)C(=O)N([C@H](C)CO)C[C@H](C)[C@@H](CN(C)S(=O)(=O)c1ccccc1)OCCCC[C@@H](C)O2	1.5	9	-6	-1
CCN(CC)C(=O)C(c1ccccc1)S(=O)(=O)N1CCOCC1 (centres undefined)	1.5	4	13	-7
c1ccc(CNc2ncn[nH]2)cc1	4.6	4	-1	-8
C[C@@H](O)CNC(=O)c1[nH]cnc1C(=O)N[C@H](C)c1ccccc1	2.9	8	3	-2
Cc1cc(C(=O)CCC(=O)Nc2ccc(C(N)=O)cc2)c(C)s1	1.3	2	-1	-1
C[C@@H]1CN([C@H](C)CO)C(=O)CCCn2nncc2CO[C@@H]1CN(C)S(=O)(=O)c1ccccc1C#N	2.3	-2	-5	-1
C[C@@H]1CN([C@@H](C)CO)C(=O)c2cc(Br)cnc2O[C@@H]1CN(C)C(=O)CN(C)C	0.6	3	-2	-1
N=c1ncn(C2OC(CO)C(O)C2O)c2nc(Br)[nH]c12 (centres undefined)	1.7	-3	-3	-1
COc1cc(C(=O)Nc2ccc(C(=O)c3ccncc3)cc2)cc(OC)c1OC	1.5	-1	4	-1
COC(=O)C(NC(=O)c1ccccc1)C(C)(C)SCc1ccccc1 (centres undefined)	2.8	-6	11	-5

An excerpt (hit frequency here may not be typical).
